TMEM16A inh: TMEM16A chloride channel inhibitors, primary screen, cell-based, HTS. HEK293 TMEM16A/YFP iodide influx fluorescence, ionomycin. normalized B-score (activity score, 25-100; higher = stronger inhibition) at 10 µM. Anoctamin-1 (Mus musculus), Q8BHY3. 1.2% of 310,000 active;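 active = ratio plate-corrected score three or more library SD toward inhibition, starting fluorescence score within five deviations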;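 also: score derived from kinetic fluorescence span divided by baseline fluorescence per well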
SKKanGAS inh: S. pyogenes SKKanGAS growth inhibitors in kanamycin, primary screen, streptokinase expression inhibitor project, SKKanGAS strain, BacTiter-Glo luminescence; inhibition, % at 7.5 µM; 6 h; AID 1662, 2009; 1.3% of 300,000 active;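 active = mean replicate score, as percent of positive control median, at least 50; inconclusive = mean below 50 but one replicate at or above 50; inactive = mean and every replicate below 50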;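 also: strain carries kanamycin resistance gene driven by streptokinase promoter and grows in 40 µg/ml kanamycin; loss of luminescence reflects streptokinase promoter inhibition or plain growth inhibition; 0% = median of DMSO wells and 100% = positive control at its reference dose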
RGS4 inh: RGS4 inhibitors, primary screen, cell-based, HEK293 M3R inducible RGS4, calcium flux. B-score at 10 µM. 0.45% of 310,000 active. Fluo-4 calcium flux; active compounds read high; triggered by carbachol at its EC20. AID 463165, 2010. Regulator of G-protein signaling 4 (Homo sapiens), P49798;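 active = B-score, a plate-corrected calcium signal, over three deviations above library mean, with baseline fluorescence within five deviations of library mean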;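 also: RGS4 expression induced by doxycycline in cells with stable M3 receptor; B-score is computed from the integrated fluorescence ratio over baseline after carbachol; higher B-score means a larger calcium signal and so more RGS4 inhibition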
Target sequence (P49798 whole entry, looked up): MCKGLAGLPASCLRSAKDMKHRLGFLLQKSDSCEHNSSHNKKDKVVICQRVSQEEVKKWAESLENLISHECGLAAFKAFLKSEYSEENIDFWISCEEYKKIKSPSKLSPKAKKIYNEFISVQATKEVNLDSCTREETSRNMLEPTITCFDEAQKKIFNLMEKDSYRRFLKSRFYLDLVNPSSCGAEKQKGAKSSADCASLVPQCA
HDAC3 inhib: HDAC3 deacetylase inhibitors, primary screen, biochemical, fluorescence, cell-free homogeneous; 0.15% of 320,000 active; Histone deacetylase 3 (Homo sapiens), O15379; recombinant HDAC3, fluorogenic peptide/trypsin coupled; inhibition, % at 8.3 µM; in the data active = inhibition above about 26%, passing the limit was not always enough; inconclusive = no clear call, values can overlap the other calls
Target sequence (O15379 whole entry, looked up): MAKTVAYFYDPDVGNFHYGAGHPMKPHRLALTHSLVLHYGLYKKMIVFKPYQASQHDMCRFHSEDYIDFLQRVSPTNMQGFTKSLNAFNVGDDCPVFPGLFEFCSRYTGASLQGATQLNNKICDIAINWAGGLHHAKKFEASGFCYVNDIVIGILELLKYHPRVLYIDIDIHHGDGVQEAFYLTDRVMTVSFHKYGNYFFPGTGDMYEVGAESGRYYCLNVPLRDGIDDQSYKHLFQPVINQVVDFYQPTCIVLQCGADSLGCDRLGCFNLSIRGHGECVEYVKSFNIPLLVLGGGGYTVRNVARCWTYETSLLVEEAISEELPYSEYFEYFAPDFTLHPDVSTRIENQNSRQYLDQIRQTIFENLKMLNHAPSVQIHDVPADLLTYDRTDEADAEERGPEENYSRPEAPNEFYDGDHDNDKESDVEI
TRPC6 act: mouse TRPC6 channel activators, primary screen, cell-based, HEK293, membrane potential dye | Short transient receptor potential channel 6 (Mus musculus), Q61143 | HEK293-TRPC6 membrane potential dye fluorescence; active compounds read high | B-score at 10 µM | 0.13% of 310,000 active | AID 2550, 2010;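 active = B-score of the integrated fluorescence ratio above library mean plus 3 SD, and starting fluorescence ratio within library mean plus 5 SD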;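 also: higher score means more depolarization so channel activation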
MrgX1 agonist: agonists of human MrgX1 receptor, primary screen, HEK293 cells, Fluo-4 calcium flux. Fluo-4 calcium fluorescence, agonist mode; active compounds read high. Mas-related G-protein coupled receptor member X1 (Homo sapiens), Q96LB2. 0.44% of 310,000 active. B-score at 10 µM;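 active = calcium response B-score plate-corrected fluorescence ratio at least 3 library SD, with starting fluorescence B-score inside 5 SD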
Target sequence (Q96LB2 whole entry, looked up): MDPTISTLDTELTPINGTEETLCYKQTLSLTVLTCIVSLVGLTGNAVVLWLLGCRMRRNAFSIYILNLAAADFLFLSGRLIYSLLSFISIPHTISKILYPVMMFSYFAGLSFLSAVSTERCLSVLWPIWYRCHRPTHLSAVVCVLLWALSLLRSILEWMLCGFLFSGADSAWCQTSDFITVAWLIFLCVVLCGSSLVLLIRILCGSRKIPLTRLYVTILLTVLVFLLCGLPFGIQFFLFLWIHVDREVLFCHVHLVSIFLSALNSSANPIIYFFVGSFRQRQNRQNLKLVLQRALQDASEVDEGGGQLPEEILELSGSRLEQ
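System: HEK293 cells stably expressing human MrgX1 receptor; Dosing: test compound in the initial addition of three; Schedule: overnight plating, then 30 min 37 °C plus 30 min room-temperature dye loading; Detection: kinetic calcium dye fluorescence, Fluo-4 NW; Controls: per-plate positive and negative controls for Z′ factor.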
MrgX1 antag: antagonists of human MrgX1 receptor, primary screen, HEK293 cells, Fluo-4 calcium flux; Mas-related G-protein coupled receptor member X1 (Homo sapiens), Q96LB2; BAM8-22 antagonism; active compounds read low; B-score at 10 µM; 1.3% of 310,000 active; AID 588676, 2011;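 active = calcium-response B-score plate-corrected more than 3 library SD below zero, starting fluorescence within 5 deviations, no agonist response on first addition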;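 also: peak minus trough fluorescence over baseline after final BAM8-22 challenge near maximal dose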
ANO1 activ: TMEM16A chloride channel activators or potentiators, primary screen, cell-based, HTS; B-score at 10 µM; 0.3% of 340,000 active; Anoctamin-1 (Mus musculus), Q8BHY3; HEK293 TMEM16A/YFP-H148Q/I152L, iodide quench fluorescence; active compounds read low; AID 623877, 2012;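 active = fluorescence-ratio B-score plate-corrected deviation score at least 3 library SD below zero, with starting fluorescence score within 5 deviations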;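 also: channel opened by trigger with iodide after compound preincubation; score built on the fluorescence ratio of max minus min over baseline; more negative score means more quench and so TMEM16A activation or potentiation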
MrgX1 allo act: positive allosteric modulators of MrgX1, primary screen, HEK293 cells, Fluo-4 calcium flux | AID 588675, 2011 | 0.63% of 310,000 active | B-score at 10 µM | FDSS; active compounds read high | Mas-related G-protein coupled receptor member X1 (Homo sapiens), Q96LB2;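 active = plate-corrected calcium response at least 3 library SD above typical, normal starting fluorescence, not activating the receptor alone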;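 also: compound read alongside a low EC10 to EC30 dose of BAM8-22 agonist; peak minus trough fluorescence over baseline measured at the second addition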
TRPC6 inh: mouse TRPC6 channel inhibitors, primary screen, cell-based, HEK293, membrane potential dye. Short transient receptor potential channel 6 (Mus musculus), Q61143. 1.1% of 310,000 active. B-score at 10 µM. ACh-evoked depolarization; active compounds read low. AID 2553, 2010;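 active = B-score under library mean minus 3 SD, initial fluorescence not abnormally high, positive integrated signal ratio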;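 also: B-score derived from integrated fluorescence ratio over the kinetic read; more negative B-score means stronger inhibition of depolarization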
RGS4 act: RGS4 potentiators or activators, primary screen, cell-based, HEK293 M3R inducible RGS4, calcium flux. 0.92% of 310,000 active. AID 463111, 2010. carbachol calcium flux Fluo4; active compounds read low. B-score at 10 µM;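 active = B-score of the integrated calcium signal more than 4 SD below the library mean, with starting fluorescence not abnormally high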;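 also: negative B-score means reduced calcium response which marks RGS4 activation or potentiation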
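System – HEK293 FlpIn-TREx cells, stable M3R, doxycycline-inducible RGS4 · Reagent – ECmax carbachol challenge · Times – compound preincubation 20 min at room temperature before agonist · Technique – Fluo4 fluorescence kinetic imaging of calcium · Measure – B score of integrated Fluo4 ratio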
Active calls of the source: *; i = inactive; ? = inconclusive; / = no result given.

SMILES	TMEM16A inh	SKKanGAS inh	RGS4 inh	HDAC3 inhib	TRPC6 act	MrgX1 agonist	MrgX1 antag	ANO1 activ	MrgX1 allo act	TRPC6 inh	RGS4 act
COc1ccccc1N(CC(=O)N(c1ccccc1)C(C)C)S(=O)(=O)c1cccs1	i	-6.4	i	1.7	i	i	i	i	i	i	i
COc1ccc(-n2nc(C(=O)NCC(=O)NCc3cccc(F)c3)c3ccccc3c2=O)cc1Cl	i	17.7	i	-2.1	i	i	i	i	i	i	i
CCCc1c(-c2ccc(O)cc2)nn(-c2ccc(O)cc2)c1-c1ccc(O)cc1	100*	15.5	i	3.6	i	i	i	i	i	i	i
COc1cccc(NC(=O)c2ccccc2-c2ccccc2)c1	i	6.9	i	-2.7	i	i	i	i	i	i	i
COC(=O)c1c(-c2ccc(OC)cc2)oc2ccc(-c3cc(OC)c(OC)c(OC)c3)cc12	i	20.0	i	-13.5	i	i	i	i	i	i	i
Cc1ccc2cc(C=O)c(N3CCOCC3)nc2c1C	i	-1.1	i	-5.5	i	i	i	i	i	i	i
CCCC(=O)Nc1ccc(Cl)c(NC(=S)NC(=O)c2cc3ccccc3o2)c1	i	-1.5	i	3.8	i	i	i	i	i	i	i
O=C(NCC1CCCO1)c1ccc2c(=O)n(Cc3cccc(Br)c3)c(=S)[nH]c2c1 (stereo unspecified)	i	9.1	i	0.9	i	i	i	i	i	i	i
Fc1ccccc1CN1CCN(c2ncccn2)CC1	i	1.8	i	-6.7	i	i	i	i	i	i	i
O=C(Nc1ccncc1)c1ccc(NS(=O)(=O)c2ccc3[nH]c(=O)[nH]c3c2)cc1	i	-2.2	i	-0.8	i	i	i	i	i	i	i
CCOc1ccccc1NC(=O)c1cnc2n(c1=O)CCS2	i	-0.5	i	?	i	i	i	i	i	i	i
COc1c2c(nc3occc13)C(CC=C(C)C)(OC)C(O)CC2 (stereo unspecified)	i	13.2	i	-3.7	i	i	i	i	i	i	i
COc1ccccc1NC(=O)N1CCCC1	i	1.6	i	8.5	i	i	i	i	i	i	i
CCOCCCNC(=O)c1ccc2nc(-c3ccc(OC)c(OC)c3)c(-c3ccc(OC)c(OC)c3)nc2c1	i	1.3	i	4.1	i	i	i	i	i	i	i
COc1cccc(NC=C2C(=O)OC3(CCCCC3)OC2=O)c1	i	4.0	i	3.5	i	i	i	i	i	i	i
COCc1cc(C)nc(SCC(=O)N2CCC(C)CC2)c1C#N	i	2.7	i	-0.8	i	i	i	i	i	i	i
Cc1ccc(S(=O)(=O)N(CC(=O)NCc2cccnc2)c2ccc(F)cc2)cc1	i	0.6	i	-3.7	i	i	i	i	i	i	i
O=c1[nH]c2cc3c(cc2cc1CN(Cc1cccnc1)Cc1nnnn1Cc1ccco1)OCCO3	i	-11.7	i	6.6	i	i	i	i	i	i	i
CCOC(=O)CSc1n[nH]c(NC(=O)NC(C)C)n1	i	-0.9	i	-11.3	i	i	i	i	i	i	i
COc1ccc(/C=C2\CCCc3c2nc2ccc(C)cc2c3C(=O)O)cc1O	i	-11.1	i	-4.3	i	i	i	i	i	i	i
CN(CC(=O)Nc1ccc(C(N)=O)cc1)CC(=O)Nc1ccccc1Cl	i	5.9	i	-3.0	i	i	i	i	i	i	i
O=C(OCc1cc(=O)n2c(n1)sc1ccccc12)c1ccc(O)cc1O	i	-0.3	i	-3.8	i	i	i	i	i	i	i
CCN(CC)Cc1cc(CCNC(=O)c2ccc(Cl)cc2)ccc1O	i	-1.9	i	2.2	i	i	i	i	i	i	i
CC(=O)Nc1ccc(NC(=O)CSc2nnnn2-c2ccccc2F)cc1	i	-13.6	i	4.6	i	i	i	i	i	i	i
COC(=O)c1ccc(S(=O)(=O)N2CCc3ccccc3C2)cc1	i	-16.5	i	3.2	i	i	i	i	i	i	i

Other compounds.
SMILES	TMEM16A inh	SKKanGAS inh	RGS4 inh	HDAC3 inhib	TRPC6 act	MrgX1 agonist	MrgX1 antag	ANO1 activ	MrgX1 allo act	TRPC6 inh	RGS4 act
CCOC(=O)C1(CCOc2ccccc2)CCN(CCCn2cccn2)CC1	i	0.4	i	-0.3	i	i	i	i	i	i	i
CCCCCOc1ccc(C2NC(=O)NC2=O)cc1 (stereo unspecified)	i	-0.9	i	-6.8	i	i	i	i	i	i	i
O=C(CN1CCN(c2ccccn2)CC1)N1c2ccccc2Sc2ccc(C(F)(F)F)cc21	i	9.3	i	-4.1	i	i	i	i	i	i	i
Cc1ccc(C2CCN(C(=O)Nc3ccc(F)cc3)C2)cc1 (stereo unspecified)	i	1.2	i	9.6	i	i	i	i	i	i	i
O=C(O)C1CCCCN1S(=O)(=O)c1ccc(Cl)s1 (stereo unspecified)	i	3.2	i	9.2	i	i	i	i	i	i	i
N#Cc1c(-c2ccc(F)cc2)c2c([nH]c1=O)-c1ccccc1OC2	i	0.4	i	-33.9	i	i	i	i	i	i	i
Cn1cc(CN2CCCC(C(=O)Nc3cccc(-n4cccn4)c3)C2)cn1 (stereo unspecified)	i	-1.1	i	0.5	i	i	i	i	i	i	i
CC(C)(C)C(=O)N1CCN(c2ccc(NC(=O)c3ccc([N+](=O)[O-])o3)cc2)CC1	i	-0.9	i	-2.3	i	i	i	i	i	i	i
Cc1ccc2[nH]c(C(=O)NCCN3CCCC3)cc2c1	i	-6.1	i	-19.3	i	i	i	i	i	i	i
COc1ccc(C)cc1Nc1n[n+](-c2ccccc2)c(-c2cc([N+](=O)[O-])cc(OC)c2O)s1	i	13.0	i	-2.6	i	i	-5.97*	i	i	i	i
COc1ccc(C(=O)N/N=C/c2cc3ccccc3[nH]c2=S)cc1	i	27.4	i	?	i	i	i	i	i	i	i
Cc1ccc(C2(C)NC(=O)N(CC(=O)NCCC3=CCCCC3)C2=O)cc1 (stereo unspecified)	i	1.9	i	-5.4	i	i	i	/	i	i	i
CN(C)c1ccc(C(=S)N2CCCC2)cc1Br	i	-1.6	i	3.1	i	i	i	i	i	i	i
C/C=C1\COC(C(=O)NCCCN2CCCC2=O)(C(F)(F)F)C=C1C=C(C)C (stereo unspecified)	i	-2.2	i	3.3	i	i	i	i	i	i	i
COC(=O)Cc1[nH]nc2c1C1(C(=O)N(Cc3ccccc3)c3ccccc31)C(C#N)=C(N)O2 (stereo unspecified)	i	-1.0	i	4.0	i	i	i	i	i	i	i
CN1CCN(S(=O)(=O)c2cccc(C(=O)O)c2)CC1	i	1.0	i	-5.0	i	i	i	i	i	i	i
Cc1cccc(OC(=O)c2cn(C)nc2C(F)(F)F)c1C	i	1.3	i	3.6	i	i	i	i	i	i	i
O=[n+]1c2c(n([O-])c3ccccc31)CCCC2	i	6.2	i	-2.0	i	i	i	i	i	i	i
CCCCCc1ccc(-c2ccc(OCC)cc2)nc1	i	11.6	i	-1.4	i	i	i	i	i	i	i
O=C/C=C/c1c(-c2ccccc2)cc2oc3ccccc3cc1-2	i	10.3	24.2*	1.8	i	35*	i	i	i	-9.29*	i
Cc1cccc(NC(=O)CSCC(=O)N(CCC(C)C)c2c(N)n(Cc3ccccc3)c(=O)[nH]c2=O)c1	i	-2.7	i	-1.3	i	i	i	i	i	i	i
CC(=O)c1nnn(-c2ccc(Cl)cc2C#N)c1C	i	2.8	i	1.9	i	i	i	i	i	i	i
Cc1ccc(C(=O)N2CCN(c3ccc(NC(=O)c4cccs4)cc3)CC2)cc1	i	4.6	i	11.2	i	i	i	i	i	i	i
COCCN1C(=O)C(=O)/C(=C(/O)c2cccc(OC)c2)C1c1ccc(C)o1 (stereo unspecified)	i	3.2	i	1.7	i	i	i	i	i	i	i
O=C(NNc1cccc(Cl)n1)c1c(F)cccc1F	i	1.9	i	0.3	i	i	i	i	i	i	i

Carrying on.
SMILES	TMEM16A inh	SKKanGAS inh	RGS4 inh	HDAC3 inhib	TRPC6 act	MrgX1 agonist	MrgX1 antag	ANO1 activ	MrgX1 allo act	TRPC6 inh	RGS4 act
CC(C)CN(C(=O)COC(=O)CCC(=O)c1ccc(F)cc1)c1c(N)n(Cc2ccccc2)c(=O)[nH]c1=O	i	32.9	i	-12.8	i	i	i	i	i	i	i
CC(=O)Nc1ccc(/C(C)=N/NC(=O)C2CC2c2ccccc2)cc1 (stereo unspecified)	i	-3.9	i	-0.3	i	i	i	i	i	i	i
CCOC(=O)c1nc(C)n(-c2cc(Cl)ccc2Cl)n1	i	-2.4	i	-1.2	i	i	i	i	i	i	i
CCOP(=O)(OCC)/C(C#N)=C/c1cc(OC)ccc1OC	i	-5.7	i	-1.1	i	i	i	i	i	i	i
CCCCSc1nnc([C@H](C)NC(=O)OC(C)(C)C)o1	i	/	i	5.5	i	i	i	i	i	i	i
CC(C)C(NC(=O)c1ccc2c(c1)OCO2)C(=O)N/N=C\c1ccco1 (stereo unspecified)	i	-1.2	i	4.6	i	i	i	i	i	i	i
COc1ccc(S(=O)(=O)Nc2cccc(S(=O)(=O)NC3=NCCC3)c2)cc1[N+](=O)[O-]	i	2.6	i	3.5	i	i	i	i	i	i	i
COc1ccccc1N1CCN(C2=CC(=O)CCC2)CC1	i	2.2	i	-1.1	i	i	i	i	i	i	i
CCN(CC)C(=O)CN(c1cc(Cl)ccc1OC)S(C)(=O)=O	i	-5.7	i	-2.5	i	i	i	i	i	i	i
COc1nc(N2CCOCC2)nc(C)c1[N+](=O)[O-]	i	-2.5	i	8.7	i	i	i	i	i	i	i
COc1ccccc1CNC(=O)CSC1=NCCS1	i	-0.2	i	6.1	i	i	i	i	i	i	i
CN1CCN(C(=O)CN(Cc2ccc(Cl)cc2)S(C)(=O)=O)CC1	i	/	/	-2.3	/	i	i	i	i	/	/
CCCCN(CC)CCNC(=O)c1cc2c(=O)n(CC)c3ccccc3c2s1	i	-0.7	i	-17.9	i	i	i	i	i	i	i
Cc1cc(NC(=O)CN2CCC(C)CC2)no1	i	0.5	i	1.2	i	i	i	i	i	i	i

Source: PubChem BioAssay (several laboratories)
